# Screens: PubChem, The Scripps Research Institute Molecular Screening Center
# TbREL1 inh: TbREL1 RNA ligase inhibitors, primary screen, biochemical, FRET fluorescence; RNA-editing ligase 1, mitochondrial (Trypanosoma brucei brucei), P86926; 89,000 compounds, 0.49% hits; inhibition, % at 9.66 µM; AID 1117264, 2014; TbREL1 RNA ligation;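 active means inhibition above the mean inhibition across all screened compounds plus 3 SD, cut at about 11% in these data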;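 further: 0% = plate median of test wells and 100% = NSC42067 control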
# Target sequence (P86926 whole entry, looked up): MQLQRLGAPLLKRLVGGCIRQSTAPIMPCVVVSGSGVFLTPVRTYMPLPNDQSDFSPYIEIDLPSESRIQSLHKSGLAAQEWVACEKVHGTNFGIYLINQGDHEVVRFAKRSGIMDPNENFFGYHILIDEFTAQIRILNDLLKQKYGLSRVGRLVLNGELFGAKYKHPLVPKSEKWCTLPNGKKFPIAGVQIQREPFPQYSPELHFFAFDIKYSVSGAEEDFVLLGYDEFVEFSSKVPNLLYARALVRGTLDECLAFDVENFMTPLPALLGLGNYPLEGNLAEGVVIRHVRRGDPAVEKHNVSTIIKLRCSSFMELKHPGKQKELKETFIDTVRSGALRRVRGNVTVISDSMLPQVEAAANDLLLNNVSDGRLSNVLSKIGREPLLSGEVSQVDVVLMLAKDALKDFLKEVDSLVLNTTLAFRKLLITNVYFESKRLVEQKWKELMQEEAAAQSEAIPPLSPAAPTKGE
# Starred values were filed as active, the others as inactive. An excerpt. The share of hits here may be higher or lower than overall.
molecule	TbREL1 inh
O=C(C1=C[C@H](c2coc3ccccc3c2=O)C[C@H](OCc2ccc(CO)cc2)O1)N1CCOCC1	-0.1
C=CCN1C(=O)C(O)=C(C(C)=O)C1c1ccccc1F (stereo not given)	0.8
O=C(Cn1ccc2ccccc2c1=O)Nc1ccc2c(c1)OCO2	1.3
COc1ccc(CCNC(=O)CN(C)S(=O)(=O)c2ccc(Br)s2)cc1OC	6.2
COc1ccc(S(=O)(=O)N2CCC(C(=O)NC(c3nc4ccccc4[nH]3)C(C)C)CC2)cc1 (stereo not given)	1.4
Cc1nnc(SCCN2C(=O)c3ccccc3C2=O)[nH]c1=O	1.1
Cn1ccnc1SCC(=O)c1ccc([N+](=O)[O-])cc1	-2.8
CN(C)CCOCCOc1ccc(Cl)cc1C(C)(C)C	4.4
CCSc1nnc(NC(=O)COc2ccc(Cl)cc2)s1	-4.8
Cc1cc(C)cc(OCC(=O)N/N=C\c2cn(C)nc2C)c1	-0.4
Nc1ncnc2c1ncn2[C@@H]1O[C@H](C(=O)N[C@@H](CCc2ccccc2)C(=O)N2CCN(C(=O)N3CCOCC3)CC2)[C@@H](O)[C@H]1O	-0.5
CCOC(=O)C1CCCN(c2c(Nc3ccc(OCC)cc3)c(=O)c2=O)C1 (stereo not given)	-5.8
O=C(CSc1nc(-c2ccccc2Cl)ns1)NCc1ccco1	0.5
O=C(c1cnn(Cc2ccccc2)c1)N1CCN(S(=O)(=O)/C=C/c2ccccc2)CC1	0.2
CCOC(=O)CNC(=S)N(Cc1ccccc1)Cc1cccnc1	0.1
CC(=O)N1CCCc2ccc(NS(=O)(=O)c3ccccc3)cc21	0.4
CC(C)C[C@@H]1CC2=C(C(=O)OC(C)(C)O2)[C@H](c2ccc(Cl)cc2)O1	7.2
CCCC(NC(=O)c1ccco1)c1nc2ccccc2[nH]1 (stereo not given)	1.5
CCn1c(=O)c(C(=O)NNC(=O)c2ccc(Cl)cc2Cl)c(O)c2ccccc21	-1.0
C=C(C)CSc1nc2ccccc2c(=O)n1-c1c(C)n(C)n(-c2ccccc2)c1=O	-3.0
CNC(=S)N/N=C(\C)c1cccc(C(F)(F)F)c1	-4.0
CCN(CC)C(=O)CSc1nc2ccccc2n1CC(=O)N1CCN(c2ccccc2OC)CC1	-0.9
Cc1cc(NC(=O)CCC(=O)N(c2ccccc2)C(C(=O)NC2CCCC2)c2ccc(F)cc2)no1 (stereo not given)	-5.6
COC(=O)C1=C(C)N(Cc2ccccc2C(F)(F)F)C(=NCc2ccc3c(c2)OCO3)NC1c1cccc(Cl)c1 (stereo not given)	14.1*
COc1ccc(NC(=O)C2CCN(S(=O)(=O)c3cccc4nonc34)CC2)c(OC)c1	-0.3
CC1(Cc2ccc(C(F)(F)F)o2)C(=O)Nc2cc(-c3ccc(F)cc3F)ccc21 (stereo not given)	3.3
COc1ccc(-c2nn(-c3ccccc3)cc2C(=O)N(C)CC(=O)Nc2cccc(F)c2)cc1	2.3
COc1ccc(C(=O)NCCNc2ccccc2[N+](=O)[O-])cc1	-1.2
O=C(NCCN1CCN(c2ccccc2F)CC1)C1CCCN(S(=O)(=O)c2cnc[nH]2)C1 (stereo not given)	0.0
COc1ccccc1Nc1nc2ccccc2n1C	1.3
O=C(CN1CCC(NC(=O)Nc2ccccc2)CC1)Nc1ccccc1F	3.8
C=CCn1c(SCC(=O)Nc2sc3c(c2C#N)CCC3)nnc1C1COc2ccccc2O1 (stereo not given)	-2.4
CCN(CC)C(=O)CSc1nnc2cc(C)c3ccccc3n12	1.6
N#C/C(=C\c1ccc(Sc2nc3ccccc3[nH]2)o1)c1ccccc1	0.1
COc1ccc(S(=O)(=O)N2CCOCC2)cc1NC(=O)COC(=O)C1CCC1	1.5
CCC(C)N=Cc1c(Nc2ccccc2)nc2c(C)cccn2c1=O (stereo not given)	1.0
CCOc1ccc(N(CC(=O)NCc2ccc(OC)cc2)C(=O)CCC(=O)Nc2nccs2)cc1	-1.6
COc1ccccc1C=NNC(=O)CSc1nc2ccccc2n1Cc1ccc(Cl)cc1	-0.6
CCOC(=O)c1ccc(NC(=O)[C@@H](NC(N)=O)C(C)C)cc1	-2.1
O=C(COC(=O)c1ccccc1C(=O)c1ccccc1)c1ccco1	-3.8
COc1ccc(S(=O)(=O)NCCC(C)C)cc1C	0.4
O=C(COC(=O)c1ccc2ncsc2c1)Nc1ccc(OC(F)(F)F)cc1	-0.3
CC(C)N(CCNC(=O)c1nn(Cc2ccccc2)c(=O)c2ccccc12)C(C)C	4.8
COc1cccc(C2N(c3ccc(Cl)cc3)C(=O)C3CCCN32)c1 (stereo not given)	2.0
CCOC(=O)c1c(NC(=O)C2COc3ccccc3O2)sc2c1CCN(Cc1ccccc1)C2 (stereo not given)	1.3
COc1ccc2[nH]c(=O)cc(C(=O)O)c2c1	-3.9
COc1ccc(N2C(=O)CSC2c2cccs2)cc1 (stereo not given)	4.7
Cc1ccc(S(=O)(=O)N2CCN(C(=O)COC(=O)Cc3c(F)cccc3Cl)CC2)c(C)c1	-2.1
COc1cc(OC)nc(NC2OC(=O)c3ccccc32)n1 (stereo not given)	1.5
O=C1C(c2ccc(F)cc2)N(Cc2ccc3c(c2)OCO3)C(=O)CN1C1CCCC1 (stereo not given)	-0.7
Cc1ccccc1NNC(=O)C(=O)NNc1ccccc1C	6.2
COc1ccccc1NC(=O)Cn1nc(-c2ccc(Cl)cc2)c2ccccc2c1=O	-1.8
Cc1cccc(OCC(=O)Nc2ccccc2-c2ccccc2)c1	1.5
O=C1NN=C(c2ccccc2)CC1c1c[nH]c2ccccc12 (stereo not given)	-2.4
COc1cccc(-c2nnc3sc(-c4ccc(Br)o4)nn23)c1	-0.7
Cc1ccc(N2C(=O)c3cccc4cccc(c34)C2=O)cc1	3.7
O=C(CN(Cc1ccc(Cl)cc1)C(=O)CNS(=O)(=O)c1ccccc1)NCC1CCCO1 (stereo not given)	-1.9
COc1ccc(C(=O)NCC(=O)NCC(=O)OCC(=O)c2ccc(C)cc2)cc1	4.2
Cc1cccc(NC(=O)CCN2CCCCC2)c1	2.5
CN1C(=O)[C@H]2[C@@H](c3ccc(C(F)(F)F)cc3)N[C@]3(CCCN(Cc4ccco4)C3=O)[C@H]2C1=O	2.9

# Remaining list, next part:
Structure | TbREL1 inh
Cc1ccc(S(=O)(=O)NC(CC(=O)NCC2CCCO2)c2ccco2)cc1 (stereo not given) | 3.5
COc1ccc(NC(=O)C2CCCN(C(=O)Nc3ccc(F)cc3)C2)cc1OC (stereo not given) | -0.7
CCNC(=O)c1ccccc1CCc1ccccc1 | -2.0
COc1cccc(C(=O)Nc2cc(-c3cn4cccnc4n3)ccc2C)c1 | 0.9
CN(CC(O)COc1ccc(S(=O)(=O)N2CCOCC2)cc1Cl)C1CCCCC1 (stereo not given) | 1.9
Cc1cc(Nc2ccccc2)nc(-c2ccccc2O)n1 | 1.7
COc1cc(S(=O)(=O)NCCN2CCOCC2)c(OC)cc1Cl | 1.2
CCOC(=O)C1CCN(C2=C(NS(=O)(=O)c3ccc(Br)cc3)C(=O)c3ccccc3C2=O)CC1 | 3.5
Cc1cccc(N=C2CSC(=O)N2)c1 | 1.4
COc1cc(C2C3=C(CC(C)(C)CC3=O)Nc3c2c(=O)[nH]c(=O)n3Cc2ccccc2)ccc1O (stereo not given) | -1.4
O=C(NCCC1=CCCCC1)C1CCCN(S(=O)(=O)c2cnc[nH]2)C1 (stereo not given) | 5.7
C[C@@]12C(=O)Nc3ccc(Cl)cc3C(=O)N1[C@H]1c3cc(Cl)ccc3OC[C@@H]1[C@@H]2c1ccccc1 | 4.1
COc1cc(-c2noc(CCCC(=O)NCc3ccccc3)n2)cc(OC)c1OC | -5.8
O=C1/C(=C/Nc2cccc([N+](=O)[O-])c2)CCc2ccccc21 | -4.8
CSc1nsc(SCC(=O)Nc2ccc(C(N)=O)cc2)n1 | 1.5
Cc1cccc(-c2c3c(=O)n(C)c(=O)n(C)c3c3cccnn23)c1 | 5.0
NS(=O)(=O)c1ccc(N/N=C/c2ccncc2)cc1 | 2.4
O=C(CNC(=O)c1cccs1)NCC(=O)OCC(=O)c1ccc([N+](=O)[O-])cc1 | -0.9
CN(C)CCCNC(CC(=O)Nc1cccc([N+](=O)[O-])c1)C(=O)O (stereo not given) | 3.5
CC(C)CNC(=O)C1CCN(CC2CCCCC2)CC1 | 2.6

# Next section (3 carried over from the part before).
Structure | TbREL1 inh
O=C(CNC(=O)c1cccs1)NCC(=O)OCC(=O)c1ccc([N+](=O)[O-])cc1 | -0.9
CN(C)CCCNC(CC(=O)Nc1cccc([N+](=O)[O-])c1)C(=O)O (stereo not given) | 3.5
CC(C)CNC(=O)C1CCN(CC2CCCCC2)CC1 | 2.6
COc1ccc(NC(=O)c2ccc(-c3ccccc3C(F)(F)F)o2)cc1 | 2.9
CCc1noc(C)c1C(=O)OC(C)C(=O)Nc1ccc(Cl)cn1 (stereo not given) | 0.4
CC(C)n1cnc2c(N(C)c3cccc(Cl)c3)nc(N(CCO)CCO)nc21 | -2.1
Clc1nc2ccccc2cc1-c1nnn(-c2ccccc2Br)n1 | 0.0
CCC(=NNC(=O)c1cccc(S(=O)(=O)N2CCOCC2)c1)c1ccccc1 | 0.8
O=C(N/N=C/c1ccc(-c2cccc(C(F)(F)F)c2)o1)c1ccccc1O | -5.1
O=S1(=O)CCOC[C@H](Cc2ccccc2)N1Cc1ccccc1 | -2.2
COc1ccc(/C=C/C(=O)OCC(=O)N2CCCCCC2)c(OC)c1 | 0.0
CNC(=O)c1[nH]cnc1C(=O)NCC(=O)OC(C)(C)C | -1.8
N#CC1(c2cccc(Br)c2)C(=O)Nc2ccccc21 (stereo not given) | 1.4

# In the list so far, 5 have a thiophene ring, fused or not.
Structure | TbREL1 inh
COc1ccc(CCNC(=O)CN(C)S(=O)(=O)c2ccc(Br)s2)cc1OC | 6.2
C=CCn1c(SCC(=O)Nc2sc3c(c2C#N)CCC3)nnc1C1COc2ccccc2O1 (stereo not given) | -2.4
CCOC(=O)c1c(NC(=O)C2COc3ccccc3O2)sc2c1CCN(Cc1ccccc1)C2 (stereo not given) | 1.3
COc1ccc(N2C(=O)CSC2c2cccs2)cc1 (stereo not given) | 4.7
O=C(CNC(=O)c1cccs1)NCC(=O)OCC(=O)c1ccc([N+](=O)[O-])cc1 | -0.9

# New compounds follow
Structure | TbREL1 inh
O=C(NCCN1CCOCC1)c1cc(-c2cccs2)on1 | 1.6
COc1ccccc1-n1ccnc(SCC(=O)NCc2ccccc2)c1=O | 0.0
CCc1ccccc1NS(=O)(=O)c1ccc2[nH]cc(C(=O)NCC3CCCO3)c(=O)c2c1 (stereo not given) | -3.3
CCCSc1nnc(CSc2ncccn2)n1C | -2.7
COc1ccc(N2CC(C(=O)NCCCN3CCOCC3)CC2=O)cc1 (stereo not given) | 1.0
Cc1ccc(NC(=O)CCC(=O)OC(C(=O)c2ccc(C)c(C)c2)c2ccccc2)c(C)c1 (stereo not given) | 3.5
O=C(CSc1nnc(-c2cccnc2)n1-c1ccccc1)N1CCN(c2ccc(F)cc2)CC1 | -3.9
O=C(O)c1cc(C(F)(F)F)nc2ccccc12 | 2.6
Cc1ccc(CNC(=O)C2CCC(=O)N(CCc3cccc(F)c3)C2)cc1 (stereo not given) | 0.1
Cc1ccc(NC(=S)NC2CCN(Cc3ccccc3)CC2)cc1 | -4.0
CC(C)N(C)c1ncnc2c1ncn2[C@H]1CN(Cc2ccc3c(c2)OCO3)C[C@@H](CO)O1 | -1.8
CCOC(=O)c1sc(NC(=O)C2CSC3(C)CCC(=O)N23)nc1C (stereo not given) | -3.1
O=C1c2ccsc2SCCN1Cc1c(Cl)cccc1Cl | 0.9
CCOC(=O)c1[nH]c(C)c(C(=O)OCC(=O)N(CC)C2CCS(=O)(=O)C2)c1C (stereo not given) | 6.9
COc1ccccc1-c1nnc(SCC(=O)OC(C)C)o1 | 0.8
CCOC(=O)CN1C(=O)C(Sc2n[nH]c(-c3ccc(O)cc3)n2)CCc2ccccc21 (stereo not given) | -1.8
O=C(O)CC1(CC(=O)Nc2ccc3ccccc3n2)CCCCC1 | 2.3
COc1cccc(-n2nnc3c(=O)n(CC(=O)N4CCC(Cc5ccccc5)CC4)cnc32)c1 | 0.5
Cc1ccc(S(=O)(=O)N2CCCCC2C(=O)NCc2ccco2)cc1 (stereo not given) | 5.5
CCn1cc(C(=O)OCc2cccc(Br)c2)c(=O)c2ccc(C)nc21 | 2.8
Cc1c(NC(=O)C2CCCN(S(=O)(=O)c3ccccc3[N+](=O)[O-])C2)c(=O)n(-c2ccccc2)n1C (stereo not given) | -1.4
c1ccc2cc(C3CCCCC3)ncc2c1 | 0.7
COc1ccc(S(=O)(=O)N2CCC(C(=O)Nc3ccccc3C)CC2)c2cccnc12 | 1.2
Cc1ccc(-c2nc(CS(=O)CC(=O)NC3CC3)c(C)o2)cc1 (stereo not given) | -1.5
CN(C)S(=O)(=O)c1ccc(C(=O)Nc2nc(-c3ccccc3)c(C(=O)c3ccccc3)s2)cc1 | -1.3
CCOC(=O)C1=C(CC)Nc2ccccc2N=C1N | 4.0
CCOc1ccc(C(=O)NC2CCN(CC(=O)NCc3ccccc3)CC2)cc1 | 1.2
CC(=O)Nc1cccc(-c2ccnc3c2CC(C)(C(=O)NCCC(F)(F)F)O3)c1 (stereo not given) | -2.2
CN(C)S(=O)(=O)N(CC(=O)Nc1ccccc1C(F)(F)F)c1ccccc1 | -0.1
O=C(CCl)Nc1ccccc1Sc1ccc(Cl)cc1 | 3.6
CNC(=O)c1[nH]cnc1C(=O)N[C@@H](CC(C)C)C(=O)OC(C)(C)C | -2.7
COc1ccc(-n2c(C)c(C(C)=O)c(C(C)=O)c2C)cc1OC | -5.0
COc1ccc(OC)c(NC(=O)Nc2nnc([C@H]3C[C@H](O)[C@@H](CO)O3)s2)c1 | -2.8
O=C(N[C@H]1C/C=C\C[C@@H](CC(=O)N(CCO)Cc2ccccc2)C(=O)NC[C@H](c2ccccc2)OC1=O)OCC1c2ccccc2-c2ccccc21 | -2.6
CC(=O)Nc1cccc(NC(=O)CSc2nnc(Cc3cccn3C)n2CCc2ccccc2)c1 | -5.4
